miR-122 sensor = miR-122 Renilla sensor signal increase in Huh7, primary screen, miR-122 inhibitor project, cell-based, single point, plate reader; Huh7 miR-122 Renilla luciferase sensor, 48 h; neutral wells = 0, positive control = 100; actives 0.3% (n = 340,000); AID 602342, 2012; activation (reporter increase), % at 12.5 µM;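 active = mean replicate activation score at least 90 and every replicate individually at or above 90; inconclusive = only one of the two criteria met; inactive = neither criterion met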;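 note: higher luciferase means less miR-122 activity so hits act as miR-122 inhibitors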
Cneo AK release = Cryptococcus neoformans cell lysis inducers, primary screen, AK release luminescence, single concentration | actives 0.2% (n = 360,000) | C. neoformans lysis, adenylate kinase release luminescence, 4 h; normalised: neutral wells 0, clomiphene wells 100 | lysis activity, % at 15 µM;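 active = mean lysis activity across replicates of at least 80%, whatever share of replicates individually reach that level; inactive = mean lysis activity below 80%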
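Test system: log-phase Cryptococcus neoformans yeast cells. Input: 5 × 10^6 yeast cells/mL. Medium: fresh YPD growth medium. Doses: single dose. Incubation: static 4 h at 37 °C with compound, 1 h detection. Measured by: luminescent adenylate kinase detection reagent. Read-out: signal increase indicating cell lysis. Benchmarks: Clomiphene.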
C2C12 statin = suppressors of statin myotoxicity in C2C12 myotubes, primary screen, cell-based, single point, plate reader | C2C12 myotubes + simvastatin, ATP luminescence, 48 h; scaled: DMSO 0, geranylgeraniol control 100 | rescue of ATP level, % at 7.49 µM | actives 0.78% (n = 330,000);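 active = mean ATP rescue above about 67%, or every replicate alone reaching that limit, limit read from the data, passing the limit was not always enough; inconclusive = no clear call, values can overlap the other calls; inactive = mean under the limit and some replicate under it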;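 note: myotubes were challenged with 10 µM simvastatin during compound exposure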
SIRT5 inh = SIRT5 desuccinylase inhibitors, primary screen, biochemical, fluorescence imaging, single point, set 5; NAD-dependent protein deacylase sirtuin-5, mitochondrial (Homo sapiens), Q9NXA8; Purified SirT5, succinyl-peptide AMC, trypsin-coupled fluorescence; inhibition, % at 15 µM; actives 1.1% (n = 330,000); AID 652115, 2013; in the data active = inhibition above about 15%; inconclusive = no clear call, values can overlap the other calls
Target sequence (Q9NXA8 whole entry, looked up): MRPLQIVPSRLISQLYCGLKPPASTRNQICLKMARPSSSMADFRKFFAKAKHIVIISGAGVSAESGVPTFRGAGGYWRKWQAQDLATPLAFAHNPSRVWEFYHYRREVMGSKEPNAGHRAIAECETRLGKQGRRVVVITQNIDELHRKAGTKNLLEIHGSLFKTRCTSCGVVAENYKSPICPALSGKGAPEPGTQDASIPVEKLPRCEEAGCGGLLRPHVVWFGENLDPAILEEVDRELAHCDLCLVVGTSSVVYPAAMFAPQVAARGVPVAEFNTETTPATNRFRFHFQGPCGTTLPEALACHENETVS
esBAF inh = Bmi1 luciferase reporter increase in mESCs, primary screen, esBAF inhibitor project, mouse ES cells, Bmi1 luciferase knock-in, single point | 24 h; 100% = twice the neutral-well signal | reporter increase, % at 12.5 µM | actives 2% (n = 350,000) | AID 602393, 2012; in the data active = activation above about 40%; inconclusive = no clear call, values can overlap the other calls;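 note: 0% = median of the plate's neutral control wells and 100% = double that signal; a rise in the Bmi1 reporter signal indicates esBAF inhibition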
ARNT TACC3 PPI = disruptors of ARNT/TACC3 protein interaction, primary screen, biochemical, AlphaScreen, single concentration | AlphaScreen His-ARNT PAS-B/GST-TACC3 binding, luminescence; TACC3 fragment carries E629A point mutation | inhibition, % at 9.99 µM | actives 0.66% (n = 390,000);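 active = mean inhibition of replicates at least 50% and at least half of replicates each reaching 50%; inconclusive = half or more replicates reach 50% but mean below 50%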;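 note: 0% = complete ARNT plus TACC3 wells and 100% = ARNT alone without TACC3; many hits fall short of the cut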
ERp5 inh = inhibitors of ERp5-driven insulin aggregation, primary screen, biochemical, turbidity, absorbance 650 nm, single point; actives 0.05% (n = 350,000); AID 651711, 2012; inhibition, % at 9.99 µM; 90 min; Protein disulfide-isomerase A6 (Homo sapiens), Q15084;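 active = mean replicate inhibition above about 25%, with every replicate also reaching it, limit read from the data, passing the limit was not always enough; inconclusive = only one of those two criteria met; inactive = neither criterion met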
Target sequence (Q15084 whole entry, looked up): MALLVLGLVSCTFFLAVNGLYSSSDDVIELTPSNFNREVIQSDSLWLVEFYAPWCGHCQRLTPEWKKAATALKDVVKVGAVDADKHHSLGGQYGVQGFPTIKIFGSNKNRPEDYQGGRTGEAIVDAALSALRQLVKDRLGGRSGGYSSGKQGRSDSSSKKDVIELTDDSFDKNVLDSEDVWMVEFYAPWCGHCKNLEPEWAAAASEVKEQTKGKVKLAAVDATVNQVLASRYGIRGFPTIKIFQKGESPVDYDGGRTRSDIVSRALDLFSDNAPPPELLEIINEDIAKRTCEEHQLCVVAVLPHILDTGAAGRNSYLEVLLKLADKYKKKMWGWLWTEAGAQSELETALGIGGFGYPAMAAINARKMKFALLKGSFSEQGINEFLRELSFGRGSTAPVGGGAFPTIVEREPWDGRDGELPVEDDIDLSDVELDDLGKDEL
Numbers without * were called inactive; ? = inconclusive; · = no result given; [ ] = remark or other dose.

Order of values – miR-122 sensor | Cneo AK release | C2C12 statin | SIRT5 inh | esBAF inh | ARNT TACC3 PPI | ERp5 inh
> CS(=O)(=O)N1[C@H](C#N)[C@@H](c2ccc(/C=C/c3ccccc3)cc2)[C@H]1CO
  · | -2 | -9 | -4 | 14 | 5 | -2
> CC(Oc1ccc(C#N)cc1)C(=O)Nc1ccc(-n2cnnn2)cc1 (configuration not stated)
  · | 0 | -28 | -2 | · | -2 | -2
> O=C(NC[C@@H]1N[C@@H](CO)[C@H]1c1ccccc1)C1CCCC1
  50[16.7 µM] | 4 | -5 | -2 | -4 | 3 | 1
> CC(C)NC(=O)Nc1ccc2c(c1)CC(=O)N([C@@H](C)CO)C[C@H](C)[C@@H](CN(C)C(=O)Nc1ccc(F)cc1)O2
  3[16.7 µM] | -3 | 15 | · | -2 | 27 | 7
> Cc1ccsc1C(=O)Nc1ccc(F)c([N+](=O)[O-])c1
  -6 | 2 | · | -6 | · | -12 | -4
> CSc1ccc(/C=C/C(=O)Nc2ccccc2)cc1
  -5 | -1 | 1 | · | -18 | 0 | -2
> O=C(Nc1cc(Cl)ccc1-n1cncn1)c1cn2ccccc2n1
  2 | · | · | -3 | · | -8 | -11
> Cc1ccc(N2C(=O)C3C(C2=O)C2C=CC3C23CC3)cc1 (configuration not stated)
  1 | 7 | 10 | · | -5 | -6 | ·
> COc1cc(OCC(=O)NC(C)C)cc2c1C(=O)O[C@@H](C)CCCC(=O)CCCCC2
  -2 | 2 | 8 | -1 | -2 | 11 | 2
> Cc1ccc(S(=O)(=O)N(C)c2ccc(OC(=O)c3ccc(=O)[nH]c3)cc2)cc1
  · | · | · | -1 | · | -2 | 0
> O=C(NC1CCCCC1)C(c1ccc2ncccc2c1)N(Cc1ccccc1)C(=O)c1cccs1 (configuration not stated)
  · | -1 | 7 | 0 | 2 | 4 | -2
> CCC(CC)CC1CN2CCc3cc(OC)c(OC)cc3C2CC1(O)CC (configuration not stated)
  · | 2 | · | -2 | · | · | -11
> Cc1ccc(-c2nnn(CC(=O)N(CCCO)C(C(=O)NC3CCCC3)c3ccc(F)cc3)n2)o1 (configuration not stated)
  · | 5 | 10 | 0 | 6 | -1 | -3
> COCC(=O)Nc1cc(C)cn(Cc2cccc(C(F)(F)F)c2)c1=O
  · | -4 | 11 | -2 | 2 | -9 | 1
> COC(=O)c1nc(-c2ccc(C)cc2)oc1N(C)C
  -3 | 1 | 25 | · | 3 | -1 | ·
> CC(=O)Nc1cccc(-c2ccnc3c2CC(C(=O)NCc2ccncc2)O3)c1 (configuration not stated)
  -9 | 1 | 8 | · | -7 | · | -1
> CCOC(=O)c1nc2sc3c(c2c(=O)[nH]1)CCC(C)C3 (configuration not stated)
  · | · | · | -7 | · | -1 | -2
> O=C(C[C@@H]1CC[C@H](NS(=O)(=O)c2ccc(F)cc2)[C@H](CO)O1)N1CCc2ccccc2C1
  · | -3 | -1 | 2 | 1 | -1 | -8
> CCOC(=O)c1cnn(CCOC(=O)c2ccc(F)cc2)c1NC(=O)c1ccc(F)cc1
  -1 | 5 | -1 | -1 | -5 | -6 | -6
> CCCc1cc(=O)[nH]c(SCC(=O)N2CCCC2=O)n1
  · | 4 | 2 | 10 | -6 | -38 | -3
> O=C(C1CC(=O)N(c2ccc3c(c2)OCCO3)C1)N1CCN(c2cccc(C(F)(F)F)c2)CC1 (configuration not stated)
  -10 | 1 | 2 | -2 | 0 | -6 | -6
> Cc1cccc(COC(=O)C(Cc2ccccc2)NC(N)=O)c1 (configuration not stated)
  -4 | -1 | 3 | -11 | -2 | -5 | -3
> COc1ccc(C(CCN2CCOCC2)c2c(OC)cc(OC)c3ccc(=O)oc23)cc1 (configuration not stated)
  -5 | 4 | 0 | 4 | -5 | 5 | 3
> O=C(Nc1ccccc1C(F)(F)F)N1CCN(c2ccc3nncn3n2)CC1
  -8 | -3 | -8 | 4 | 4 | -11 | -1
> Cc1sc2ncnc(N3CCC(C(=O)NNC(=O)COc4ccccc4Cl)CC3)c2c1C
  -17 | · | 5 | -3 | 3 | 4 | -2
> CS(=O)(=O)NCC(c1cccnc1)N1CCN(c2ccccc2F)CC1 (configuration not stated)
  -1 | · | 3 | · | -5 | 6 | -6
> C/C(=N/OC(=O)c1ccc(Cl)cc1Cl)c1oc(C)nc1C
  · | · | · | -5 | · | -4 | 1
> CCC(OC(=O)c1ccco1)C(=O)NCc1ccco1 (configuration not stated)
  -6 | 0 | 6 | · | -7 | 1 | ·
> CC(C)(C)OC(=O)NNC(=O)NC12CC3CC(CC(C3)C1)C2
  · | · | · | -8 | · | -4 | 2
> Oc1c(CN2CCOCC2)cc(CN2CCOCC2)c(O)c1CN1CCOCC1
  · | 0 | 1 | 1 | -11 | 8 | 6

Some of the entries so far, as labelled records:
> Oc1c(CN2CCOCC2)cc(CN2CCOCC2)c(O)c1CN1CCOCC1
- miR-122 sensor: ·
- Cneo AK release: 0
- C2C12 statin: 1
- SIRT5 inh: 1
- esBAF inh: -11
- ARNT TACC3 PPI: 8
- ERp5 inh: 6

> CCCc1cc(=O)[nH]c(SCC(=O)N2CCCC2=O)n1
- miR-122 sensor: ·
- Cneo AK release: 4
- C2C12 statin: 2
- SIRT5 inh: 10
- esBAF inh: -6
- ARNT TACC3 PPI: -38
- ERp5 inh: -3

> O=C(C1CC(=O)N(c2ccc3c(c2)OCCO3)C1)N1CCN(c2cccc(C(F)(F)F)c2)CC1 (configuration not stated)
- miR-122 sensor: -10
- Cneo AK release: 1
- C2C12 statin: 2
- SIRT5 inh: -2
- esBAF inh: 0
- ARNT TACC3 PPI: -6
- ERp5 inh: -6

> CS(=O)(=O)NCC(c1cccnc1)N1CCN(c2ccccc2F)CC1 (configuration not stated)
- miR-122 sensor: -1
- Cneo AK release: ·
- C2C12 statin: 3
- SIRT5 inh: ·
- esBAF inh: -5
- ARNT TACC3 PPI: 6
- ERp5 inh: -6

Further records follow:
Order of values – miR-122 sensor | Cneo AK release | C2C12 statin | SIRT5 inh | esBAF inh | ARNT TACC3 PPI | ERp5 inh
> COC(=O)c1cc(Br)c(=O)n(CC(C)C)c1
  · | -3 | 35 | · | 1 | -30 | ·
> Oc1cccc(NC(=S)N=Nc2c(O)[nH]c3ccccc23)c1
  0 | -5 | 46 | 3 | ? | 54* | 3
> CCN(CC(=O)Nc1ccc2c(c1)OCO2)Cc1nc2ccccc2c(=O)[nH]1
  0 | · | · | · | -5 | 0 | ·
> COc1ccc(OC)c(NC(=O)CN2c3cccc4cccc(c34)S2(=O)=O)c1
  · | 0 | 1 | -2 | 2 | 2 | -29
> COc1ccc(C(=O)NC(=S)Nc2ccc3[nH]c(=O)[nH]c3c2)cc1
  -6 | 0 | 20 | -7 | -1 | 1 | -16
> Cc1cccc(Nc2nn3c(=O)c4ccccc4nc3s2)c1
  1 | -1 | 0 | · | 33 | -11 | ·
> Cc1noc(C)c1NC(=O)Nc1ccc2c(c1)CC(=O)N([C@@H](C)CO)C[C@@H](C)[C@H](CN(C)Cc1ccc(Cl)c(Cl)c1)O2
  -3[16.7 µM] | 1 | -15 | 3 | -1 | 2 | -2
> Cc1cccc(COc2ccc(/C=N/NC(=O)c3nnn(-c4nonc4N)c3CN3CCCCC3)cc2)c1
  · | -4 | 10 | -5 | ? | 4 | 0
> CC(C)NC(=S)N/N=C/c1cccnc1
  · | · | -4 | 1 | 5 | -3 | 5
> COc1ccc(NC(=O)Nc2ccc3c(c2)CC(=O)N([C@H](C)CO)C[C@H](C)[C@@H](CN(C)C(=O)Nc2ccc(OC)cc2)O3)cc1
  -2[16.7 µM] | -1 | 18 | 2 | 0 | 2 | 2
> NC(=O)c1ccc(NC(=O)CCN=C2NS(=O)(=O)c3ccccc32)cc1
  11 | · | -11 | -3 | 1 | -4 | 5
> Cc1ccc(NC(=O)OCCNC(=O)c2ccncc2)cc1
  1 | · | · | -1 | · | -10 | 1
> CO[C@@H]1CN(C)C(=O)c2cc(NC(=O)C3CCCC3)ccc2OC[C@@H](C)N(Cc2nccs2)C[C@H]1C
  5[16.7 µM] | -3 | -2 | -1 | 2 | -5 | 1
> O=C(CN1C(=O)NC2(CCCCC2)C1=O)Nc1cccc(S(=O)(=O)N2CCCC2)c1
  6 | 1 | 5 | -1 | 6 | 9 | 3
> C[C@H]1CN([C@@H](C)CO)C(=O)Cc2cc(NC(=O)c3ccncc3)ccc2O[C@@H]1CN(C)Cc1ccc(C(F)(F)F)cc1
  0[16.7 µM] | 1 | 41 | 2 | 1 | -2 | -2
> O=C(Cn1cnc2c(nnn2-c2ccc(F)cc2)c1=O)NCC1CCCO1 (configuration not stated)
  -2 | 3 | -22 | 0 | 1 | -3 | 3
> Cc1ccc(Nc2nc(-c3cccs3)cs2)nc1
  9 | -4 | 0 | -4 | -53 | 7 | 3
> C[C@@H]1CN([C@H](C)CO)C(=O)c2cc(C#CC3(O)CCCC3)cnc2O[C@@H]1CN(C)C(=O)Nc1ccc2c(c1)OCO2
  · | -1 | 0 | 3 | -14 | -6 | 5
> Cc1ccc(OCCC(=O)OCC(=O)NC(=O)NCc2ccccc2)cc1
  -2 | · | 3 | -2 | -7 | -3 | 18
> Cc1cc(NC(=O)c2cc3n(n2)C(C(F)(F)F)CC(c2ccc(Cl)c(Cl)c2)N3)no1 (configuration not stated)
  -12 | 0 | 12 | · | 0 | -6 | ·
> O=C1/C(=C/c2cccnc2)SC(=S)N1c1ccc(F)cc1
  · | · | · | -3 | · | -18 | 7
> CCCS(=O)(=O)N1CCCC(C(=O)NCCc2cccc(C)c2)C1 (configuration not stated)
  -2 | -3 | 16 | -1 | -9 | -7 | 3
> CC(=O)Nc1cc(NC(=O)CCCC(=O)O)ccc1Cl
  -4 | 0 | -7 | · | -1 | -1 | ·
> O=C(C[C@@H]1CC[C@H](NC(=O)Nc2cc(F)ccc2F)[C@@H](CO)O1)NCc1ccccn1
  -7[16.7 µM] | -4 | -6 | 1 | -2 | -17 | 3
> O=C(C[C@@H]1C[C@H]2c3cc(NC(=O)c4ccc5c(c4)OCO5)ccc3O[C@H]2[C@@H](CO)O1)NCc1ccccn1
  -4[16.7 µM] | -5 | -3 | 0 | -3 | 0 | 1
> COCC(=O)Nc1sc2c(c1C(=O)OC)C(C(=O)OC)CC2 (configuration not stated)
  -3 | -2 | 21 | · | 8 | -2 | ·
> O=S(=O)(NCc1ccccc1)c1cccc2nonc12
  -4 | 2 | -1 | · | 2 | -2 | ·
> O=C(CCCOc1ccc(Cl)cc1Cl)Nc1ccc(O)cc1C(=O)O
  · | 1 | · | -1 | · | 29 | -5
> CC1CCCN(C(=O)c2ccc(-c3ccccc3Cl)o2)C1 (configuration not stated)
  1 | -3 | -41 | 2 | 77* | 1 | 1
> N#C/C(=C/c1cc(Cl)c(O)c(Cl)c1)C(=O)N1CCCCC1
  3 | -1 | 2 | 4 | -8 | -2 | 0
> O=C(COc1coc(CN2CCN(c3cccc(Cl)c3)CC2)cc1=O)NC1CCCC1
  10 | -2 | -4 | 0 | 7 | -1 | -1
> COC(=O)C1CCN(C(=O)Nc2ccc(OC)cc2)CC1
  -5 | -2 | -3 | · | 3 | 7 | ·
> CCN(C(=O)Cc1c(C(=O)O)n(C)c2ccccc12)c1cccc(C)c1
  · | · | 8 | -1 | 8 | -5 | 1
